Screening data: PubChem BioAssay, Broad Institute
ERp5 inh = inhibitors of human ERp5; Q15084; ERp5 insulin aggregation, absorbance 650 nm, 90 min; inhibition, % at 9.99 µM; 350,000 tested, 0.05% active; AID 651711;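 active means mean replicate inhibition above about 25%, with every replicate also reaching it, limit read from the data, passing the limit was not always enough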
Target sequence (Q15084 whole entry, looked up): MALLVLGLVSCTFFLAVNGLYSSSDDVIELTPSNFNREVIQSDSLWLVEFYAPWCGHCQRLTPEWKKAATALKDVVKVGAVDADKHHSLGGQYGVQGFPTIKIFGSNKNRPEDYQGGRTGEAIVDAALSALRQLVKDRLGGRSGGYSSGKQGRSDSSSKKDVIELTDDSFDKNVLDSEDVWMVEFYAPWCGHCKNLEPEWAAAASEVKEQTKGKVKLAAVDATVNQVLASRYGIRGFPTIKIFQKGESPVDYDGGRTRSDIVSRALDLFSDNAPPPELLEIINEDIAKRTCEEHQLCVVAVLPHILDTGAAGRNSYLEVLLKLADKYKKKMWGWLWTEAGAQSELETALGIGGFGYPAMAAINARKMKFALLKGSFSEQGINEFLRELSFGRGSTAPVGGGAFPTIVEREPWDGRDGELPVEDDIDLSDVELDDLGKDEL
miR-122 sensor = miR-122 inhibition in Huh7 cells | 340,000 tested, 0.3% active | AID 602342 | Huh7 miR-122 Renilla luciferase sensor, 48 h; neutral wells = 0, positive control = 100 | activation (reporter increase), % at 12.5 µM;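 active means mean replicate activation score at least 90 and every replicate individually at or above 90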;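 further: higher luciferase means less miR-122 activity so hits act as miR-122 inhibitors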
Cneo AK release = Cryptococcus neoformans lysis via adenylate kinase release | C. neoformans lysis, adenylate kinase release luminescence, 4 h; normalised: neutral wells 0, clomiphene wells 100 | lysis activity, % at 15 µM | 360,000 tested, 0.2% active;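 active means mean lysis activity across replicates of at least 80%, whatever share of replicates individually reach that level; inactive means mean lysis activity below 80%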
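Assay system: log-phase C. neoformans yeast / Quantity: yeast cell density of 5 × 10^6 cells/mL / Medium: fresh YPD growth medium / Compound: single dose / Timing: static 4 h at 37 °C with compound, 1 h detection / Measured by: adenylate kinase release luminescence / Read-out: lysis from increased AK signal / Benchmarks: Clomiphene as positive lysis control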
ARNT-TACC3 inh = disrupts binding between human ARNT and TACC3. Q9Y6A5. AlphaScreen His-ARNT PAS-B/GST-TACC3 binding, luminescence; TACC3 fragment carries E629A point mutation. inhibition, % at 9.99 µM. 390,000 tested, 0.66% active. AID 623870;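 active means mean inhibition of replicates at least 50% and at least half of replicates each reaching 50%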;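 further: 0% = complete ARNT plus TACC3 wells and 100% = ARNT alone without TACC3; many hits fall short of the cut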
Statin myotox sup = suppressors of simvastatin-induced myotoxicity in C2C12 myotubes | rescue of ATP level, % at 7.49 µM | ATP luminescence, 48 h; scaled: DMSO 0, geranylgeraniol control 100 | 330,000 tested, 0.78% active;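 active means mean ATP rescue above about 67%, or every replicate alone reaching that limit, limit read from the data, passing the limit was not always enough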;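 further: myotubes were challenged with 10 µM simvastatin during compound exposure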
esBAF inh = blocks esBAF chromatin remodeling in mouse ES cells; Bmi1-luciferase knock-in reporter, 24 h; 100% = twice the neutral-well signal; reporter increase, % at 12.5 µM; 350,000 tested, 2% active; in the data active means activation above about 40%;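 further: 0% = median of the plate's neutral control wells and 100% = double that signal; a rise in the Bmi1 reporter signal indicates esBAF inhibition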
SIRT5 block = sirtuin-5 (human) deacylase inhibition. Purified SirT5, succinyl-peptide AMC, trypsin-coupled fluorescence. 330,000 tested, 1.1% active. Q9NXA8. inhibition, % at 15 µM; in the data active means inhibition above about 15%
Target sequence (Q9NXA8 whole entry, looked up): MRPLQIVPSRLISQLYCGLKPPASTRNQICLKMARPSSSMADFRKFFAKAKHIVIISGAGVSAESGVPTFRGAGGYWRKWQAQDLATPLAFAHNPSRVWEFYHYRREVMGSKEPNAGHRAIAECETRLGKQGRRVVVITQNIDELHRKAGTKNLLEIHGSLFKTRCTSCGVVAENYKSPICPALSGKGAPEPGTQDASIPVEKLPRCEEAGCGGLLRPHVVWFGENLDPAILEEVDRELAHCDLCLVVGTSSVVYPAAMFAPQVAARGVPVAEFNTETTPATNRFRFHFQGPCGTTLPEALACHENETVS
Starred values were filed as active, the others as inactive; & = joins results of further samples; [ ] = another dose, or the depositor's remark. Compounds were not picked by outcome (roughly 4% active in at least one column).

Results for N#Cc1ccc(NC(=O)Cn2cnc(S(=O)(=O)N3CCc4ccccc43)c2)cc1 ?
ERp5 inh: 2; miR-122 sensor: 5; Cneo AK release: 0; ARNT-TACC3 inh: 0; Statin myotox sup: 12; esBAF inh: -10; SIRT5 block: -7

What do the screens show for `CC(=O)N1[C@@H]2c3cccc(=O)n3C[C@@H]2[C@@H](CO)[C@@H]1C(=O)NCc1ccccc1F`?
ERp5 inh: 8; Cneo AK release: -1; ARNT-TACC3 inh: -6; Statin myotox sup: -11; esBAF inh: -2; SIRT5 block: -3

How did Cc1ccccc1OCC(=O)O/N=C(\N)c1ccncc1 do in these assays?
ERp5 inh: 2; miR-122 sensor: -5; Cneo AK release: 0; ARNT-TACC3 inh: 10; Statin myotox sup: 18; esBAF inh: 58*; SIRT5 block: -1

How did Cc1ccc(C(=O)NC2CC3CCC(C2)N3C)cc1 (stereo unspecified) do in these assays?
ERp5 inh: -8; miR-122 sensor: 3; Cneo AK release: 3; ARNT-TACC3 inh: 18; Statin myotox sup: -2; esBAF inh: 1; SIRT5 block: 1

What do the screens show for `Cc1cccc(NC(=O)COC(=O)CCc2ccc(S(=O)(=O)N3CCOCC3)cc2)c1C`?
ERp5 inh: -3; miR-122 sensor: 0; Cneo AK release: 3; ARNT-TACC3 inh: -2; Statin myotox sup: 8; esBAF inh: -4; SIRT5 block: -3

What do the screens show for `O=C(Nc1ccc(Cl)cc1)N1C[C@H]2[C@@H](c3ccccc31)[C@@H](CO)N2C(=O)c1ccccn1`?
ERp5 inh: -3; miR-122 sensor: 25[16.7 µM]; Cneo AK release: -4; ARNT-TACC3 inh: 0; Statin myotox sup: -1; esBAF inh: 14; SIRT5 block: -4

What do the screens show for `CC1CCCN(C(=O)Cn2nnc(-c3ccc(N(C)C)cc3)n2)C1` (stereo unspecified)?
miR-122 sensor: -7; Cneo AK release: -1; ARNT-TACC3 inh: -3; Statin myotox sup: -2; esBAF inh: 11

How did COc1ccc(-c2ccccc2NC(=O)C2CCCN(Cc3ccco3)C2)cc1 (stereo unspecified) do in these assays?
ERp5 inh: 3; miR-122 sensor: 1; Cneo AK release: 2; ARNT-TACC3 inh: -1; SIRT5 block: 0

Results for C[C@@H]1CN([C@H](C)CO)C(=O)Cc2cc(NC(=O)CCCCCC(=O)Nc3ccccc3N)ccc2O[C@@H]1CN(C)S(=O)(=O)c1ccccc1 ?
ERp5 inh: -4; miR-122 sensor: -8[16.7 µM]; Cneo AK release: 11; ARNT-TACC3 inh: 9; Statin myotox sup: 21; esBAF inh: 3

How did Cc1cc[n+](-c2[nH]c(=O)sc2/C=N/N=C(\[O-])c2ccncc2)cc1 do in these assays?
ERp5 inh: -7; Cneo AK release: 3; ARNT-TACC3 inh: 14; Statin myotox sup: 1; esBAF inh: -4; SIRT5 block: 3

Next part (two carried over from the part before).
Results for C[C@@H]1CN([C@H](C)CO)C(=O)Cc2cc(NC(=O)CCCCCC(=O)Nc3ccccc3N)ccc2O[C@@H]1CN(C)S(=O)(=O)c1ccccc1 ?
ERp5 inh: -4; miR-122 sensor: -8[16.7 µM]; Cneo AK release: 11; ARNT-TACC3 inh: 9; Statin myotox sup: 21; esBAF inh: 3

How did Cc1cc[n+](-c2[nH]c(=O)sc2/C=N/N=C(\[O-])c2ccncc2)cc1 do in these assays?
ERp5 inh: -7; Cneo AK release: 3; ARNT-TACC3 inh: 14; Statin myotox sup: 1; esBAF inh: -4; SIRT5 block: 3

How did Cn1c(-c2ccc(Br)o2)nc2cc(Br)ccc21 do in these assays?
miR-122 sensor: -2; Cneo AK release: -3; ARNT-TACC3 inh: -1; esBAF inh: 12

How did CCCc1cc(NC(=O)COC(=O)c2nccnc2N)n(-c2ccccc2)n1 do in these assays?
ERp5 inh: -5; miR-122 sensor: -8; Cneo AK release: -3; ARNT-TACC3 inh: 6; Statin myotox sup: 3; esBAF inh: -4; SIRT5 block: -14

How did COc1ccc(-c2nc3ccc(Cl)cn3c2Cc2ccccc2)cc1OC do in these assays?
ERp5 inh: 18; miR-122 sensor: -1; Cneo AK release: 2; Statin myotox sup: 6; esBAF inh: -8; SIRT5 block: -3

How did COc1cccc(C(CC(=O)NCCN2CCOCC2)NS(=O)(=O)c2ccc(C)cc2)c1OC (stereo unspecified) do in these assays?
miR-122 sensor: -7; Cneo AK release: 3; ARNT-TACC3 inh: -10; Statin myotox sup: -6; esBAF inh: 8

What do the screens show for `CSc1cccc(CN2CCC(CO)(Cc3cccc(C(F)(F)F)c3)CC2)c1`?
ERp5 inh: 4; ARNT-TACC3 inh: 10; SIRT5 block: -4

What do the screens show for `Cc1ccc(S(=O)(=O)N2CCCC2C(=O)OCc2nc3ccccc3s2)cc1` (stereo unspecified)?
Cneo AK release: -1; ARNT-TACC3 inh: -1; Statin myotox sup: -9; esBAF inh: 8

What do the screens show for `C=C(CN(C)C)C(=O)c1ccc(C)cc1C`?
ERp5 inh: -2; miR-122 sensor: -4; ARNT-TACC3 inh: -6; SIRT5 block: 9

What do the screens show for `Cc1ccsc1CN(C)C(=O)CN1C(=O)NC2(CCCc3ccccc32)C1=O` (stereo unspecified)?
ERp5 inh: -1; miR-122 sensor: -1; Cneo AK release: 0; ARNT-TACC3 inh: -3; Statin myotox sup: 6; esBAF inh: -1; SIRT5 block: 3

Results for CCOC(=O)Nc1ccc(OC)cc1S(=O)(=O)N1CCCCC1 ?
miR-122 sensor: 7; Cneo AK release: -3; ARNT-TACC3 inh: -4; Statin myotox sup: -5; esBAF inh: -13

What do the screens show for `C[C@H](CO)N1C[C@H](C)[C@H](CN(C)C(=O)C2CCCCC2)OCCCC[C@H](C)Oc2ccc(NS(=O)(=O)c3cccs3)cc2C1=O`?
miR-122 sensor: -5[16.7 µM]; Cneo AK release: 6; ARNT-TACC3 inh: 31; esBAF inh: 13

What do the screens show for `COc1cccc(S(=O)(=O)N2C[C@H](O)COC[C@H]3O[C@@H](CC(=O)N4CCCCC4)CC[C@@H]32)c1`?
ERp5 inh: -2; miR-122 sensor: -8[16.7 µM]; Cneo AK release: -1; ARNT-TACC3 inh: 8; Statin myotox sup: -1; esBAF inh: 2; SIRT5 block: 0

How did CCc1ccc(N2CC(C(=O)Nc3cccc(C(=O)NC4CC4)c3)CC2=O)cc1 (stereo unspecified) do in these assays?
ERp5 inh: -7; miR-122 sensor: 4; Cneo AK release: 1; ARNT-TACC3 inh: 7; Statin myotox sup: 1; esBAF inh: 0; SIRT5 block: 13

What do the screens show for `CC1CN2C(c3ccc(Cl)cc3)=CSC2=N1` (stereo unspecified)?
ERp5 inh: 2; miR-122 sensor: 2; Cneo AK release: 7; ARNT-TACC3 inh: 0; Statin myotox sup: 11; esBAF inh: 1; SIRT5 block: -3

How did C[C@@H]1CCCCO[C@@H](CN(C)S(=O)(=O)c2cn(C)cn2)[C@H](C)CN([C@@H](C)CO)C(=O)c2cc(NC(=O)Cc3ccccc3)ccc2O1 do in these assays?
miR-122 sensor: 0[16.7 µM]; Cneo AK release: -14; ARNT-TACC3 inh: -9; esBAF inh: -1

How did CCC1Nc2ncnc(N3CCOCC3)c2N(Cc2ccc(Br)cc2)C1=O (stereo unspecified) do in these assays?
ERp5 inh: -5&0; miR-122 sensor: 2&-3; Cneo AK release: 7&1; ARNT-TACC3 inh: 1; Statin myotox sup: -8&4; esBAF inh: 2&0; SIRT5 block: -7

What do the screens show for `CC(C)C#Cc1ccc([C@@H]2[C@@H](C#N)N(C(=O)CN(C)C)[C@H]2CO)cc1`?
ERp5 inh: 5; Cneo AK release: -2; ARNT-TACC3 inh: -9; Statin myotox sup: -18; esBAF inh: -2; SIRT5 block: -1

Results for COc1ccc(CN2CCc3ccccc3C2)c(OC)c1OC ?
miR-122 sensor: -3; Cneo AK release: 1; ARNT-TACC3 inh: -11; Statin myotox sup: -20; esBAF inh: 0

What do the screens show for `CCC(Sc1nc2ccsc2c(=O)n1Cc1ccc(C(=O)O)cc1)C(=O)Nc1cccc(OC)c1` (stereo unspecified)?
ERp5 inh: -3; miR-122 sensor: -6; Cneo AK release: 0; Statin myotox sup: 4; esBAF inh: -1; SIRT5 block: -2

What do the screens show for `COc1ccccc1C(=O)N1C[C@@H]2[C@H](c3ccccc31)[C@H](CO)N2C(=O)C1CCOCC1`?
ERp5 inh: -1; miR-122 sensor: -10[16.7 µM]; Cneo AK release: -2; ARNT-TACC3 inh: 2; Statin myotox sup: -6; esBAF inh: -2; SIRT5 block: 0

Results for CCOC(=O)c1c(C)n(CC(O)c2ccccc2)c2ccc(O)cc12 (stereo unspecified) ?
miR-122 sensor: 2; ARNT-TACC3 inh: -2; Statin myotox sup: -8; esBAF inh: 6

How did Cc1ccc(S(=O)(=O)N(C)C[C@@H]2OCCCC[C@H](C)Oc3ccc(NS(=O)(=O)c4ccc(F)cc4)cc3C(=O)N([C@H](C)CO)C[C@@H]2C)cc1 do in these assays?
ERp5 inh: 4; miR-122 sensor: -10[16.7 µM]; Cneo AK release: -3; ARNT-TACC3 inh: 4; Statin myotox sup: 31; esBAF inh: 2; SIRT5 block: 26*

What do the screens show for `C[C@@H]1CN([C@H](C)CO)C(=O)c2cccc(NC(=O)Nc3ccc4c(c3)OCO4)c2O[C@@H]1CN(C)S(=O)(=O)c1ccc(F)cc1`?
ERp5 inh: 15; miR-122 sensor: 6[16.7 µM]; Cneo AK release: -11; ARNT-TACC3 inh: 10; Statin myotox sup: 23; esBAF inh: 33; SIRT5 block: -2

Results for CS(=O)(=O)Nc1ccc(C2=NN(S(=O)(=O)c3ccc(F)cc3)C(c3ccco3)C2)cc1 (stereo unspecified) ?
ERp5 inh: 1; ARNT-TACC3 inh: 6; SIRT5 block: 0

Results for CCOc1ccc(NC(=O)CN(C)C(=O)CCCn2c(=O)oc3ccccc32)cc1OCC ?
ERp5 inh: -4; miR-122 sensor: 2; Cneo AK release: 0; ARNT-TACC3 inh: -3; Statin myotox sup: -4; esBAF inh: 2; SIRT5 block: -2

How did COc1cc(NC(=O)c2cc([N+](=O)[O-])ccc2NC(=O)CN2CCN(c3ccccn3)CC2)cc(OC)c1 do in these assays?
ERp5 inh: 1; Cneo AK release: 0; ARNT-TACC3 inh: -1; Statin myotox sup: -27; esBAF inh: -3; SIRT5 block: 0

Results for C[C@@H]1CN([C@H](C)CO)C(=O)c2cc(-c3cccnc3)cnc2O[C@@H]1CN(C)C(=O)c1cccc(F)c1 ?
ERp5 inh: -5; miR-122 sensor: 1[16.7 µM]; Cneo AK release: 0; Statin myotox sup: -4; esBAF inh: 4; SIRT5 block: 1

How did C[C@@H]1CN([C@H](C)CO)C(=O)Cc2cc(NS(=O)(=O)c3cn(C)cn3)ccc2O[C@@H]1CN(C)C(=O)Nc1ccc(F)cc1 do in these assays?
ERp5 inh: 1; miR-122 sensor: 15[16.7 µM]; Cneo AK release: -2; ARNT-TACC3 inh: -5; Statin myotox sup: -15; esBAF inh: -2; SIRT5 block: 3

How did COc1ccc(CC(=O)Nc2cc(S(=O)(=O)N3CCCCC3)ccc2N2CCN(C)CC2)cc1 do in these assays?
ERp5 inh: 5; miR-122 sensor: -1; Cneo AK release: 2; ARNT-TACC3 inh: -3; SIRT5 block: -8

Results for COc1ccccc1CNC(=O)CSC1=NCCS1 ?
ERp5 inh: -2; miR-122 sensor: -8; Cneo AK release: 1; ARNT-TACC3 inh: -5; Statin myotox sup: 6; esBAF inh: 29; SIRT5 block: -1

What do the screens show for `COc1ccc2[nH]c(=O)c(CN(Cc3ccco3)C(c3nnnn3Cc3ccccc3)C(C)C)cc2c1` (stereo unspecified)?
ERp5 inh: 4; miR-122 sensor: 13; ARNT-TACC3 inh: -25; Statin myotox sup: -11; esBAF inh: -9; SIRT5 block: -1

Results for O=C(C[C@@H]1C=C[C@H](NS(=O)(=O)c2ccc(F)cc2)[C@@H](CO)O1)NCCc1ccncc1 ?
ERp5 inh: -1; Cneo AK release: 2; ARNT-TACC3 inh: -15; Statin myotox sup: -5; esBAF inh: -3; SIRT5 block: 0

How did COc1cc(C)c(Cl)cc1S(=O)(=O)n1ccnc1C do in these assays?
ERp5 inh: 4; miR-122 sensor: 7; Cneo AK release: 0; ARNT-TACC3 inh: 0; Statin myotox sup: 17; esBAF inh: 0; SIRT5 block: -2
